High-throughput results (PubChem BioAssay)
IP6K1 inhibitor = IP6K1 kinase inhibition; Q92551; 140,000 compounds, 0.81% hits; IP6K1 kinase, ADP-Glo luminescence, 2 h; stronger effect = lower value; activity change, % (series mostly up to about 58 µM); in the data active = activity change below about -25%
Target sequence (Q92551 whole entry, looked up): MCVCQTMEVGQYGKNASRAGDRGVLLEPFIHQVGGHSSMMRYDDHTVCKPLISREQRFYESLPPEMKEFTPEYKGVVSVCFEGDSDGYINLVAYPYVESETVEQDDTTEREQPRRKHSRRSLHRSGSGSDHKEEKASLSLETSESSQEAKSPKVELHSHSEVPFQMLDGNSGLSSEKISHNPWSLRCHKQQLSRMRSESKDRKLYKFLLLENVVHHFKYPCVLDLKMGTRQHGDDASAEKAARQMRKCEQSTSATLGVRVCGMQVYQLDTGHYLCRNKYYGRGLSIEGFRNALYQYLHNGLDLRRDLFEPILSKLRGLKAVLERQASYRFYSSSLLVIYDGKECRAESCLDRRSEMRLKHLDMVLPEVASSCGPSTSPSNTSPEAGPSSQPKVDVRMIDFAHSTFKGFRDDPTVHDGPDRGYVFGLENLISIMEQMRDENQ
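ADP-Glo luminescence measures ADP made by human IP6K1 during a 2 h RT reaction with ATP/IP6 (mix at 1.3 mM/130 uM); top library doses 57.5 and 19.1 uM final.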
3T3 cytotox = cytotoxic compounds in NIH 3T3 cells; NIH 3T3 viability, CellTiter-Glo ATP luminescence, 48-72 h; Potency, µM (series often up to 96.7 µM), for inactives: at the highest dose activity change, negative = cytotoxicity, most hits filed as inhibitors; 94,000 compounds, 4.3% hits; also: potency is read from the fitted curve at half-maximal effect; nearly all actives have a fitted effect of over 55% in size
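Luminescent ATP readout (CellTiter-Glo, 10 min RT) after 48 or 72 hr compound exposure of NIH 3T3 cells seeded at 400 cells/well in 1536-well format; quantitative HTS.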
SNCA viab count = reduces viability of HEK-293 SNCA reporter cells. Potency, µM (highest dose often 57.1 µM), inactives show top-dose activity change, negative = cytotoxicity, most hits filed as cytotoxic. 150,000 compounds, 0.12% hits. HEK-293-SNCA-luc viability, GF-AFC fluorescence, 24 h. AID 1671193;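 also: potency is read from the fitted curve at half-maximal effect; 0% = DMSO-treated cells and -100% = medium-only wells without cells; nearly all actives have a fitted effect of over 30% in size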
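Cytotoxicity counterscreen: after 24 h compound treatment of genome-edited SNCA-luciferase HEK-293 cells, live-cell protease substrate GF-AFC read by fluorescence after 30 min; activity scaled between DMSO (0%) and medium-only (-100%), curves Hill-fitted.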
FLuc inh = Photinus pyralis luciferase inhibition; 76,000 compounds, 2.5% hits; purified P. pyralis luciferase, luminescence, biochemical; Potency, µM (series often up to 115 µM), inactives show at the top dose activity change, negative = inhibition, usual class: inhibitors; P08659; also: potency is read from the fitted curve at half-maximal effect; nearly all actives have a fitted effect of over 65% in size
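Biochemical qHTS: compound (6-point titration) added to 10uM D-luciferin plus 10uM ATP in Tris acetate pH 7.5 buffer with Mg, Tween-20 and BSA, then purified enzyme at 10nM; light output imaged.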
SNCA expr inh = reduces expression of the alpha-synuclein gene | HEK-293 SNCA-luciferase knock-in, luminescence, 24 h | Potency, µM (top dose mostly 57.2 µM), for the others: at the highest dose activity change, negative = inhibition, usual class: inhibitors | 140,000 compounds, 0.17% hits;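 also: potency is read from the fitted curve at half-maximal effect; plate controls were DMSO cells for no effect and cell-free wells for full effect; nearly all actives have a fitted effect of over 45% in size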
GPT2 inh = GPT2 alanine aminotransferase inhibition; Recombinant GPT2, coupled pyruvate oxidase/HRP Amplex Red fluorescence; Potency, µM (doses to about 57.7 µM), for inactives: top-dose activity change, negative = inhibition, actives largely listed as inhibitors; 100,000 compounds, 0.25% hits; also: potency is read from the fitted curve at half-maximal effect; nearly all actives have a fitted effect of over 60% in size; many of its hits are not listed in these tables
Target sequence (Q8TD30 whole entry, looked up): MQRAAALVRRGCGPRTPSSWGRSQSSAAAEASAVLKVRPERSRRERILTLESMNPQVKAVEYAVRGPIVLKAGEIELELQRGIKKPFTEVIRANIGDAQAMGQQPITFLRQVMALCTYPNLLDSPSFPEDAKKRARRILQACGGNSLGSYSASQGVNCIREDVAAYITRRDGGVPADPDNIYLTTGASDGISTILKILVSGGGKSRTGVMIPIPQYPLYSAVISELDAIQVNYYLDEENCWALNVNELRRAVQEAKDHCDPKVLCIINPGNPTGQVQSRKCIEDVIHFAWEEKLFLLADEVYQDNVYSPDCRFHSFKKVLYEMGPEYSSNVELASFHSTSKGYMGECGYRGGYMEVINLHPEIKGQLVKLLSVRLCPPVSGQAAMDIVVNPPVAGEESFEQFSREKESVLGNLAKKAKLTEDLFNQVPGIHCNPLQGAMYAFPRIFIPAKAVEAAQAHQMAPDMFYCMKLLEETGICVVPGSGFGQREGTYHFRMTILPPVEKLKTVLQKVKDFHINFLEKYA
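Recombinant GPT2 (10ng/uL) with 250uM a-KG and 2mM L-alanine, 30 min at room temperature, in HEPES pH 7.5 buffer. Pyruvate detected by pyruvate oxidase/HRP/Amplex Red fluorescence after 30 min in the dark; AOA (50uM) as positive control.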
HEK cytotox = HEK 293 cell cytotoxicity; 94,000 compounds, 6.6% hits; Potency, µM (highest dose often 115 µM), inactives show at the highest dose activity change, negative = cytotoxicity, actives largely listed as inhibitors; HEK 293 viability, ATP luminescence (CellTiter-Glo), 48-72 h; also: potency is read from the fitted curve at half-maximal effect; nearly all actives have a fitted effect of over 60% in size
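Cytotoxicity was scored by loss of ATP-coupled luminescence (CellTiter-Glo) in HEK 293 cells. Compound treatment ran 48 or 72 hr at 37 degree Celsius, 5% CO2, 95% humidity.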
Numbers without * were called inactive; i = inactive; ? = inconclusive; . = no result given; [ ] = dose if it differs, or a comment. Unless noted, calls follow the shape of the dose curve; as a rule, active = well fitted curve in the direction sought with a large enough effect; inconclusive = small, poorly fitted or top-dose-only effect, or another doubt; inactive = no such curve, though single readings can be large; an effect the other way counts as inactive or inconclusive. Unless noted, % is scaled to controls: 0 for no effect and ±100 for the full control effect. These rows are one share of the data, so the mix of outcomes need not match the whole.

| Compound | IP6K1 inhibitor | 3T3 cytotox | SNCA viab count | FLuc inh | SNCA expr inh | GPT2 inh | HEK cytotox |
| --- | --- | --- | --- | --- | --- | --- | --- |
| COc1cc(NC(=O)CC2CCOCC2)cc(OC)c1 | -11 | -16% | 3%[12.5 µM] | -15% | ? | -9% | -2% |
| O=C(O)Cc1cn(C2OCC(O)C(O)C2O[C@@H]2O[C@H](CO)[C@@H](O)[C@H](O)[C@H]2O)c2ccccc12 (stereo partly drawn) | 10 | . | -11%[23.9 µM] | . | . | i | . |
| CC[C@H]1CN(C(=O)NC2CCCCC2)CC[C@H]1CC(=O)Nc1nccs1 | -7 | -28%[174 µM] | -11%[87.6 µM] | -1%[172 µM] | 6%[87.6 µM] | 3%[88.5 µM] | ? |
| COc1ccc(NC(=O)CSc2nc(-c3cccs3)cc(C(F)(F)F)c2C#N)cc1 | -4 | . | -3% | . | 9% | . | . |
| CCC(CC)C(=O)NC[C@H]1O[C@@H](CC(=O)N2CCC(C)CC2)[C@H](O)[C@@H]1O | 10 | i | -9%[87.6 µM] | 2%[172 µM] | 18%[87.6 µM] | 0%[88.5 µM] | i |
| Cc1ccc(NC(=O)C2CCN(C(=O)N3CC4CC(C3)[C@H]3CCCC(=O)N3C4)CC2)cc1 (stereo partly drawn) | 14 | i | 5% | 0% | 6% | -3% | 9% |
| COc1ccc(C(=O)NCCn2cc(SCC(=O)Nc3ccc4c(c3)OCCO4)c3ccccc32)cc1 | -1 | . | ? | . | 33%[activator] | . | . |
| COc1ccc(OC)c(CCNc2nccn(-c3ccc(C)c(C)c3)c2=O)c1 | -7 | . | -3% | . | 30% | . | . |
| COc1ccccc1N1CCN(C(=O)Cn2cccc2-c2nc(-c3ccccc3)no2)CC1 | 2 | ? | -22% | -3% | 4% | i | ? |
| Cc1cc(C)c2[nH]c(CN3CCC(N)C3)cc(=O)c2c1 (stereo not drawn) | -1 | -24% | ? | 0% | -30% | 3% | -5% |
| C=CCN(Cc1ccc(F)cc1)Cc1ccccc1OCC(N)=O | -6 | -18% | -1% | 0% | -12% | i | -2% |
| COc1cc(OC)cc(-n2c(=O)c3sccc3n(Cc3c(C)cc(C)cc3C)c2=O)c1 | 17 | . | 2% | . | -23% | . | . |
| COC(=O)c1cccc(NC(=S)N[C@@H]2C=C[C@@H](c3c(C)nn(-c4ccccc4[N+](=O)[O-])c3C)C2)c1 | -2 | 40µM* | ? | -27% | ? | i | 40µM* |
| Cc1cc(CN2CCC3(CC2)CN(c2ccncn2)CC3CO)n(C)n1 (stereo not drawn) | 27 | ? | 9% | 3% | -21% | 4% | -15% |
| O=C(Nc1ccc2oc(-c3cccnc3)nc2c1)c1ccc(-c2ccccc2)o1 | 9 | . | -12% | . | ? | . | . |
| COc1ccc(CNC(=O)C[C@@H]2C[C@H]3O[C@H](CNCc4cnccc4C(F)(F)F)[C@@H](O)[C@H]3O2)cc1 | -16 | -8% | 0% | -12% | 16% | i | -4% |
| CCc1ccc(CNC(=O)CSc2c3c(nc4ccc(Cl)cc24)CCCC3)cc1 | 16 | . | 2% | . | 2% | . | . |
| Cc1cnc(CNCC2(O)CNCCOC2)cn1 (stereo not drawn) | 0 | -10% | -2% | 8% | 4% | 0% | -7% |
| COc1ccc(C2Cn3nnc(-c4noc(-c5ccc[nH]5)n4)c3CO2)cc1 (stereo not drawn) | -6 | ? | 1% | -3% | 21% | i | ? |
| Cc1ccc(-n2c3nc(=O)[nH]c(=O)c-3cc3c(C)nn(-c4ccccc4)c32)cc1C | 0 | . | 21% | . | -4% | . | . |
| O=C(c1ccccc1)N1CCCC(c2nc(C3CCOCC3)no2)C1 (stereo not drawn) | 0 | -3% | -9% | 8% | 13% | i | 4% |
| COc1ccc(-c2[nH]c(-c3ccc(C)cc3)nc2SCC(=O)NCC2CCCO2)cc1 (stereo not drawn) | 7 | . | -17% | . | -17% | . | . |
| CCOC(=O)c1nnc2c(-c3ccc(F)cc3)c(C)nn2c1N | 15 | . | 16% | . | 0% | . | . |
| Cc1nnc(N2CCC(C(=O)Nc3ccc(F)cc3)CC2)c2nn(-c3ccc(Cl)cc3)c(C)c12 | 3 | . | -22% | . | ? | . | . |

Some of these compounds in order of count of non-hydrogen atoms, falling:
| Compound | IP6K1 inhibitor | 3T3 cytotox | SNCA viab count | FLuc inh | SNCA expr inh | GPT2 inh | HEK cytotox |
| --- | --- | --- | --- | --- | --- | --- | --- |
| COC(=O)c1cccc(NC(=S)N[C@@H]2C=C[C@@H](c3c(C)nn(-c4ccccc4[N+](=O)[O-])c3C)C2)c1 | -2 | 40µM* | ? | -27% | ? | i | 40µM* |
| Cc1nnc(N2CCC(C(=O)Nc3ccc(F)cc3)CC2)c2nn(-c3ccc(Cl)cc3)c(C)c12 | 3 | . | -22% | . | ? | . | . |
| COc1ccccc1N1CCN(C(=O)Cn2cccc2-c2nc(-c3ccccc3)no2)CC1 | 2 | ? | -22% | -3% | 4% | i | ? |
| COc1cc(OC)cc(-n2c(=O)c3sccc3n(Cc3c(C)cc(C)cc3C)c2=O)c1 | 17 | . | 2% | . | -23% | . | . |
| Cc1ccc(-n2c3nc(=O)[nH]c(=O)c-3cc3c(C)nn(-c4ccccc4)c32)cc1C | 0 | . | 21% | . | -4% | . | . |
| O=C(Nc1ccc2oc(-c3cccnc3)nc2c1)c1ccc(-c2ccccc2)o1 | 9 | . | -12% | . | ? | . | . |
| COc1ccc(C2Cn3nnc(-c4noc(-c5ccc[nH]5)n4)c3CO2)cc1 (stereo not drawn) | -6 | ? | 1% | -3% | 21% | i | ? |
| Cc1cc(CN2CCC3(CC2)CN(c2ccncn2)CC3CO)n(C)n1 (stereo not drawn) | 27 | ? | 9% | 3% | -21% | 4% | -15% |
| O=C(c1ccccc1)N1CCCC(c2nc(C3CCOCC3)no2)C1 (stereo not drawn) | 0 | -3% | -9% | 8% | 13% | i | 4% |
| C=CCN(Cc1ccc(F)cc1)Cc1ccccc1OCC(N)=O | -6 | -18% | -1% | 0% | -12% | i | -2% |
| CCOC(=O)c1nnc2c(-c3ccc(F)cc3)c(C)nn2c1N | 15 | . | 16% | . | 0% | . | . |
| Cc1cc(C)c2[nH]c(CN3CCC(N)C3)cc(=O)c2c1 (stereo not drawn) | -1 | -24% | ? | 0% | -30% | 3% | -5% |
| Cc1cnc(CNCC2(O)CNCCOC2)cn1 (stereo not drawn) | 0 | -10% | -2% | 8% | 4% | 0% | -7% |

Following part
| Compound | IP6K1 inhibitor | 3T3 cytotox | SNCA viab count | FLuc inh | SNCA expr inh | GPT2 inh | HEK cytotox |
| --- | --- | --- | --- | --- | --- | --- | --- |
| Cc1cccc(NC(=O)CN2C(=O)C(c3ccccc3)=NC23CCCC3)c1C | 11 | ? | -17%[12.5 µM] | -16% | 16µM* | 4% | ? |
| COc1ccccc1-c1ccc2c(C(=O)NCCc3ccc(Cl)cc3)nn(C)c2n1 | -4 | ? | -23% | . | -25% | -17% | ? |
| O=C(CNC(=O)c1ccc(-c2cnc3ccccc3c2)cc1)NCc1ccccc1 | 7 | ? | . | . | . | . | ? |
| COc1ccc(Cl)cc1C(=O)N(C)C1CCc2nn(C)c(=O)n2CC1 (stereo not drawn) | -11 | i | 2% | 8% | 2% | i | i |
| O=S(=O)(Nc1c(F)cccc1F)c1ccc2c(c1)OCCO2 | 26 | . | 1% | . | -8% | . | . |
| CCS(=O)(=O)Nc1ccc(C2(C(=O)NCc3cccc(Cl)c3)CCC2)cc1 | 23 | ? | 8% | -14% | 0% | 3% | ? |
| COc1ccc(Cl)cc1-c1ccc2c(c1)C(=O)N1CCN(C(=O)c3ccccc3)C[C@@H]1C(=O)N2 | -4 | ? | -11% | 9% | ? | ? | 28µM* |
| Cc1occc1C(=O)N[C@@H]1CN(Cc2cccnc2)C[C@H]1CN(C)C | 6 | -4% | 1% | -11% | 0% | i | -1% |
| CCOc1ccc(C(=O)NC2CCN(c3cc(-c4ccc(OC)cc4)[nH]n3)C2)cc1 (stereo not drawn) | 8 | ? | 2% | -6% | -6% | -29% | ? |
| COc1cccc(-c2ccc(CN3CCCC3C(=O)NCc3ccccc3Cl)cc2)c1 (stereo not drawn) | -5 | 40µM* | 8% | . | 9% | 3% | 32µM* |
| Cc1cnc(C2CCC2)n1C1CCCN(C(=O)CCCc2ccccc2)C1 (stereo not drawn) | -7 | ? | -5% | -9% | -28% | i | ? |
| CC(C)c1ccc(S(=O)(=O)Nc2ccc(O)c(Sc3nc4ccccc4s3)c2)cc1 | 15 | . | -9% | . | -19% | . | . |
| Cc1ccc(F)c(OCC(=O)c2ccc3c(c2)N(CCCC(=O)NC2CC2)C(=O)CO3)c1 | 11 | ? | -43% | -16% | -5% | ? | ? |
| COc1cccc(N2C(=O)NC(=NC3CCCCC3)C23CCN(CCC(C)C)C3)c1 (stereo not drawn) | -9 | -5% | -1% | . | -14% | 1% | -12% |
| COCCn1ncc(N2CCC(NC(=O)c3cc(C)ccc3C)CC2)cc1=O | 1 | 1% | 0% | 4% | 10% | i | i |
| Cn1nnnc1C1CCCN(C(=O)c2cccc3[nH]ccc23)C1 (stereo not drawn) | -16 | 1% | 4% | 0% | 87%[activator] | -3% | i |
| COCCN1CC(CO)C2(CCN(C(=O)c3ccc(C(C)C)cc3)CC2)C1 (stereo not drawn) | 4 | -27% | -4%[12.5 µM] | -6% | 9% | i | ? |
| CN1C(=O)[C@@H]2C[C@@H](O)CN2C2(CN(C3CCC(F)(F)CC3)C2)C1=O | -5 | 0%[174 µM] | -3%[87.6 µM] | 1%[172 µM] | 2%[87.6 µM] | ? | 2%[172 µM] |
| COc1cc(Cl)ccc1C(=O)NC1CCN(c2cc(C(F)(F)F)nc(C)n2)CC1 | -4 | ? | -16% | 2% | ? | -4% | ? |
| Cc1noc(C)c1-c1cnc(Nc2ccccc2)c2c1CCO2 | -7 | ? | 10%[87.6 µM] | 0%[172 µM] | 47%[activator][87.6 µM] | i | ? |
| CCOc1ccc(N2CC(c3nc4ccccc4n3CCCOc3ccccc3)CC2=O)cc1 (stereo not drawn) | 0 | . | ? | . | ? | . | . |
| Cc1noc(-c2cn(C3CCCN(C(=O)c4ccccc4)C3)nn2)n1 (stereo not drawn) | 10 | -15% | 2% | 0% | -15% | -1% | -1% |
| COC(=O)c1ccc([C@H]2Nc3ccc(S(=O)(=O)Nc4ccc(F)cc4)cc3[C@H]3C=CC[C@H]32)cc1 | 1 | . | -2% | . | -19% | . | . |
| O=C(C1CC1)N1CCCN(CCc2ccccc2)c2ccccc21 | -3 | 32µM* | 2% | 5% | -26% | i | ? |
| O=C(c1ccc(F)cc1)N1CCCN(c2ccc3nnc(C4CC4)n3n2)CC1 | 4 | -1% | . | . | . | . | i |
